Bioassay records as filed in PubChem.
XIAP antagonists: small molecules displacing peptide from XIAP – biochemical, IAP family, fluorescence polarization (AID 1018); XIAP BIR domain, fluorescence polarization peptide displacement; higher % means a stronger effect; displacement, % at 20 µM, or IC50 in µM where a hit was titrated; actives 0.007% (n = 200,000); in the data active means displacement above about 50%; further: a part of the inactive calls stands beside numbers as strong as those of hits
RSV CPE inhibition: RSV antiviral activity via CPE protection, HEp-2 cells, primary 10 µM value included (AID 2391). HEp-2 cells, RSV-induced CPE inhibition; higher % means a stronger effect. one-dose CPE inhibition, % at 10 µM; IC50 in µM for titrated hits. actives 0.13% (n = 310,000); in the data active means a potency from the dose series; inconclusive means CPE inhibition mostly from about 23% at the one dose, without a potency; inactive means the rest, 99 in 100 with CPE inhibition below about 21%; further: strong numbers were not always called active
WT yeast gro inh: growth inhibition of WT yeast, mitochondrial fusion screen; mitochondrial fusion phenotypic screen, WT strain; inhibition, % at 10 µM; actives 2.1% (n = 190,000); in the data active means inhibition above about 58%; tested in S. cerevisiae
PMI inhibitors: inhibitors of human PMI, primary screen, biochemical, fluorescence intensity, coupled assay (AID 1209) | purified PMI enzyme, coupled fluorescence intensity; higher % means a stronger effect | inhibition, % at 20 µM, or IC50 in µM where a hit was titrated | actives 0.42% (n = 190,000);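 further: plate controls were DMSO vehicle for no effect and wells lacking substrate for full effect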
Salmonella PhoP GFP: inhibitors of PhoP regulon expression, primary screen, Salmonella Typhimurium, GFP reporter (AID 1863); actives 0.16% (n = 300,000); S. Typhimurium PhoP-regulated promoter GFP reporter, 4 h; higher % means a stronger effect; inhibition, % at 50 µM, or IC50 in µM where a hit was titrated;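 active means inhibition over 29.93%, a cutoff 3 SD above the screen mean, later confirmed by dose response; inconclusive means inhibition over 29.93% but no dose response follow-up; inactive means inhibition at most 29.93% or unconfirmed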;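 further: 0% = low Mg2+ inducing control and 100% = high Mg2+ repressing control; strong numbers were not always called active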
TNAP activators: stimulation of alkaline phosphatase TNAP activity – biochemical, luminescent, no phosphate acceptor, uHTS, primary screen (AID 1001); purified TNAP, luminescent activation assay, no phosphate acceptor; higher activation fold means a stronger effect; one-dose activation fold at 20 µM; EC50 in µM for titrated hits; actives 0.03% (n = 200,000); in the data active means activation fold from about 3, or a potency from the dose series; inactive means the rest, 99 in 100 with activation fold below about 1.6; further: many of its hits are not listed in these tables
Myeloid diff 2: promotes myeloid progenitor differentiation. ER-HoxA9 myeloid progenitors, lysozyme-GFP differentiation, flow cytometry. calls only at 10 µM. actives 1% (n = 360,000);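 active means normalized GFP-positive differentiation at or above the plate's own cutoff, the solvent-only control mean plus 3 SD; inconclusive means no clear call, values can overlap the other calls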;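 further: cells exposed to compound for four days before flow analysis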
SIAH1 antagonists: blockers of Siah-1 interaction with plectin peptide – biochemical, fluorescence polarization, rhodamine-plectin, uHTS, primary screen (AID 1817). one-dose displacement, % at 20 µM; IC50 in µM for titrated hits. actives 0.02% (n = 290,000). Siah-1 / rhodamine-plectin peptide fluorescence polarization; higher % means a stronger effect;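 active means displacement of at least 50% at 20 µM, with a fluorescence ratio check between 0.3 and a set limit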;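 further: plate controls were Siah plus tracer with DMSO for no effect and tracer alone without Siah for full effect; strong numbers were not always called active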
PMI inhibition: MPI inhibition at elevated mannose 6-phosphate – biochemical, fluorescence intensity, high mannose 6-phosphate, primary screen (AID 1220); recombinant PMI enzyme, coupled fluorescence intensity; higher % means a stronger effect; inhibition, % at 20 µM; hits with a dose series show IC50 in µM; actives 0.66% (n = 190,000)
WT yeast gro inh mutant strain: recorded beside WT yeast gro inh, whose call it bears; inhibition, %; mitochondrial fusion phenotypic screen, mutant strain inhibition
Myeloid diff 2 GFP+ MAC1+ %: second read-out of Myeloid diff 2, no call of its own (marks repeat the call); GFP+ MAC1+ double positive, %; measured here: differentiation confirmed by MAC1 staining
* = called active by the depositor; i = inactive; ? = inconclusive; / = no result given. Unless noted, no stated cut-off is given here; in the data, active means inhibition above about 50%; inactive means the rest. The order is random, and some 3.1% of all compounds hit somewhere here.

SMILES | XIAP antagonists | RSV CPE inhibition | WT yeast gro inh | WT yeast gro inh mutant strain | PMI inhibitors | Salmonella PhoP GFP | TNAP activators | Myeloid diff 2 | Myeloid diff 2 GFP+ MAC1+ % | SIAH1 antagonists | PMI inhibition
CC(O)[C@H]1CNC(=O)C(=O)N1CCCCC1CCCCC1 (stereo not given in full) | / | -0.7% | / | / | / | 0% | / | i | 1.8 | 2% | /
CC(=O)c1cc2c(cc1NC(=O)c1cccc(S(=O)(=O)N3CCN(C)CC3)c1)OCO2 | -4.3% | -0.7% | -5 | 13 | 10% | 1% | 1.1 | i | 0.4 | 0% | 22%
COc1ccc(CNC(=O)c2ccc(NC(=O)C3=CSCCO3)cc2)cc1 | / | 3.1% | / | / | / | -7% | / | ? | / | -1% | /
Cc1ccc(S(=O)(=O)Nc2nc3ccc(S(=O)(=O)N4CCCC4)cc3s2)cc1 | -2.4% | 5.4% | 3 | -2 | -7% | -1% | 1.1 | i | 4.5 | 0% | -23%
COC(C(=O)N/N=C(\C)c1ccc(C(C)(C)C)cc1)c1ccccc1 (stereo not given) | / | 3.0% | / | / | / | -5% | / | i | 0.2 | -2% | /
COc1ccc(CN2CCNC(=O)C2CC(=O)NCCc2c[nH]c3ccccc23)c(OC)c1 (stereo not given) | -1.8% | 0.6% | -3 | -8 | 8% | -6% | 1 | i | 0.3 | 1% | 28%
C=CCOC(=O)CC(NC(=O)c1ccccc1)c1ccccc1 (stereo not given) | -3.6% | 8.1% | -7 | 4 | 0% | -4% | 1.1 | i | 0.6 | -3% | -8%
Cc1nc2sc3c(c2c(=O)n1/N=C/c1ccco1)CCCC3 | -1.7% | 0.0% | 3 | 1 | 4% | -7% | 1.1 | i | 1.2 | -2% | 4%
C1=C(CCNC2=NCCCCC2)CCCC1 | -5.1% | -0.2% | -19 | 32 | 1% | -14% | 1.1 | ? | / | -9% | 1%
CCCCC(CC)CNC(=O)c1cccs1 (stereo not given) | -4.6% | 4.9% | 20 | 11 | -18% | 19% | 1 | i | 0.9 | -3% | -10%
CC(=O)N/C(=C\c1ccccc1)C(=O)OC/C=C/c1ccccc1 | / | 1.2% | / | / | / | -3% | / | i | 0.8 | 1% | /
CCOc1cc(Br)c(CN2C(=O)NC3(CCCCCC3)C2=O)cc1OCC | / | 3.6% | / | / | / | -5% | / | i | 1.8 | 5% | /
CC1CC(=O)Nc2ccccc2N1C(=O)CN1CCN(c2ccccc2)CC1 (stereo not given) | -5.2% | -1.0% | -3 | 3 | -3% | -5% | 1 | i | 1.2 | -2% | 1%
CCCC(=O)Nc1c2c(nn1-c1cccc(Cl)c1)CS(=O)(=O)C2 | / | -1.2% | / | / | / | 13% | / | i | 2.6 | -4% | /
CN1CCN(S(=O)(=O)c2cc([N+](=O)[O-])ccc2N2CCCCCC2)CC1 | -4.6% | 0.7% | 3 | 10 | 16% | 2% | 1 | i | 0.3 | 5% | 22%
CCN(CC)C(=O)CSc1nnc(COc2ccccc2)n1CC | -4.4% | 0.3% | -12 | -11 | 0% | 1% | 1.1 | / | / | -2% | -1%
CC(=O)N(CCCN(C)C)CCC(C)CCC=C(C)C (stereo not given) | -7.3% | -1.1% | 12 | 12 | 10% | -7% | 1.1 | i | 1.1 | 3% | 0%
CCOC(=O)COc1ccc(S(=O)(=O)Nc2ccc(C)cc2)cc1 | -7.4% | / | -16 | -27 | -3% | 14% | 1.1 | i | 0.8 | 0% | -9%
Cc1ccc(S(=O)(=O)NC2c3cccc4cccc(c34)C2Sc2n[nH]c(N)n2)cc1 (stereo not given) | 1.1% | 16% | 15 | 10 | 18% | 35% | 1.3 | i | 0.9 | 2% | 24%
CCOC(=O)C1CCCN(Cc2cccc(Cl)c2)C1 (stereo not given) | -2.1% | 0.6% | 0 | 11 | -16% | 0% | 1.1 | i | 0.8 | 6% | -19%

No new results follow: entries from further up.
SMILES | XIAP antagonists | RSV CPE inhibition | WT yeast gro inh | WT yeast gro inh mutant strain | PMI inhibitors | Salmonella PhoP GFP | TNAP activators | Myeloid diff 2 | Myeloid diff 2 GFP+ MAC1+ % | SIAH1 antagonists | PMI inhibition
CC(=O)c1cc2c(cc1NC(=O)c1cccc(S(=O)(=O)N3CCN(C)CC3)c1)OCO2 | -4.3% | -0.7% | -5 | 13 | 10% | 1% | 1.1 | i | 0.4 | 0% | 22%
COc1ccc(CNC(=O)c2ccc(NC(=O)C3=CSCCO3)cc2)cc1 | / | 3.1% | / | / | / | -7% | / | ? | / | -1% | /
Cc1ccc(S(=O)(=O)Nc2nc3ccc(S(=O)(=O)N4CCCC4)cc3s2)cc1 | -2.4% | 5.4% | 3 | -2 | -7% | -1% | 1.1 | i | 4.5 | 0% | -23%
COC(C(=O)N/N=C(\C)c1ccc(C(C)(C)C)cc1)c1ccccc1 (stereo not given) | / | 3.0% | / | / | / | -5% | / | i | 0.2 | -2% | /
COc1ccc(CN2CCNC(=O)C2CC(=O)NCCc2c[nH]c3ccccc23)c(OC)c1 (stereo not given) | -1.8% | 0.6% | -3 | -8 | 8% | -6% | 1 | i | 0.3 | 1% | 28%
C=CCOC(=O)CC(NC(=O)c1ccccc1)c1ccccc1 (stereo not given) | -3.6% | 8.1% | -7 | 4 | 0% | -4% | 1.1 | i | 0.6 | -3% | -8%
Cc1nc2sc3c(c2c(=O)n1/N=C/c1ccco1)CCCC3 | -1.7% | 0.0% | 3 | 1 | 4% | -7% | 1.1 | i | 1.2 | -2% | 4%

The results go on.
SMILES | XIAP antagonists | RSV CPE inhibition | WT yeast gro inh | WT yeast gro inh mutant strain | PMI inhibitors | Salmonella PhoP GFP | TNAP activators | Myeloid diff 2 | Myeloid diff 2 GFP+ MAC1+ % | SIAH1 antagonists | PMI inhibition
CCOC(=O)c1nnc(-c2ccccc2)nc1NCc1ccccc1 | -5.3% | 14% | 21 | 24 | 3% | -5% | 1.1 | i | 0.4 | 0% | 4%
O=c1[nH][nH]c(-c2ccccc2O)c1C(C[N+](=O)[O-])c1cccc(Cl)c1 (stereo not given) | -7.5% | 2.9% | -9 | 6 | 2% | 36% | 0.5 | i | 0.6 | -4% | -5%
Cc1ccc(/C=C/C(=O)O)cc1S(=O)(=O)NCC1CCCO1 (stereo not given) | -3.7% | -0.1% | -1 | 2 | -8% | -7% | 1 | i | 0.2 | -2% | -7%
CN(C)CC(C)(C)CNC(=S)Nc1cc(S(=O)(=O)N2CCOCC2)ccc1Cl | -5.3% | 0.7% | -10 | 9 | -13% | -5% | 1.1 | i | 0.5 | 2% | -4%
CCc1nnc(NC(=O)CSc2nc(-c3ccccc3)cc(-c3ccc(F)cc3)c2C#N)s1 | -5.5% | 1.6% | 4 | -13 | -3% | -11% | 1.1 | i | 1.1 | 0% | -5%
O=C(N/C(=C/c1cccs1)C(=O)N1CCOCC1)c1ccco1 | -6.3% | 2.3% | -2 | -3 | 6% | -3% | 1 | i | 0.5 | 10% | 10%
O=C(c1cccc(F)c1)N1CCCC(C(=O)N2CCCC2)C1 (stereo not given) | -7.2% | 0.7% | -7 | -18 | 2% | 11% | 1.1 | i | 0.2 | 4% | -9%
Cc1ccc(S(=O)(=O)NC(C)CCc2ccccc2)cc1C(N)=O (stereo not given) | / | 5.2% | / | / | / | 1% | / | i | 0.4 | -6% | /
COc1ccc(CNC(=O)COC(=O)c2cccnc2Nc2cccc(C(F)(F)F)c2)cc1 | -15% | 5.2% | 12 | 13 | -11% | -2% | 0.8 | i | 0.2 | 3% | -14%
CCOC(=O)N1CCN(c2cc(=O)n(-c3cccc(C)c3)c(=O)[nH]2)CC1 | -4.7% | 1.8% | 2 | 0 | -3% | 1% | 1.1 | i | 1.0 | 8% | 6%
O=C1ON=C(c2cccc([N+](=O)[O-])c2)/C1=C/c1ccc(O)cc1 | -9.9% | 6.2% | -2 | -34 | -6% | 8% | 0.7 | i | 0.4 | 1% | -10%
COc1ccccc1-c1coc2cc(OC(=O)/C=C/c3ccccc3)ccc2c1=O | -2.7% | 1.9% | 2 | -7 | 3% | -5% | 1 | i | 0.3 | 5% | 57%*
CC(C)CCNC1=NCCCCC1 | -7.4% | -1.5% | -19 | 22 | 14% | -2% | 1.1 | i | 1.8 | -2% | 3%
CCc1ccccc1-n1cnc2cc(C(=O)O)ccc21 | -3.3% | 0.6% | 13 | 4 | -7% | -9% | 0.9 | i | 0.8 | -4% | -12%
Cc1ccc(NC(/C=C/N(C)C)=C/C(=O)C(F)(F)F)c(C)c1 | -5.6% | 0.6% | 80* | 68* | 5% | 8% | 1 | i | 0.1 | -4% | 2%
Fc1ccc(CN2CCCN(C(=S)Nc3ccc(F)cc3)CC2)cc1 | / | 0.1% | / | / | / | -11% | / | i | 0.2 | 3% | /
Cc1ccc(NC(=O)CSc2nnc(-c3ccco3)o2)c(C)c1 | -1.7% | 1.6% | -2 | -27 | -1% | 15% | 1.2 | i | 0.2 | 3% | 0%
CC(=O)c1cccc(NC(=O)CC2CCCC2)c1 | / | 2.5% | / | / | / | 1% | / | i | 0.9 | 2% | /
O=C(Nc1nc(-c2ccc(S(=O)(=O)N3CCCCCC3)cc2)cs1)c1ccccc1 | -4.9% | 3.2% | 13 | 12 | 9% | -4% | 1.1 | i | 1.4 | -2% | 4%
CCOc1ccc(NC(=O)c2ccc(Br)o2)c([N+](=O)[O-])c1 | -3.8% | 1.6% | 8 | -2 | 11% | 1% | 1 | i | 1.4 | -5% | 10%
COc1ccc(-c2nc(CS(=O)CC(=O)NCc3ccc(C)cc3)c(C)o2)cc1OC (stereo not given) | / | 2.8% | / | / | / | -8% | / | ? | / | 0% | /
COc1ccc(CCNC(=O)CSCc2ccc([N+](=O)[O-])cc2)cc1OC | -2.5% | 4.1% | 1 | -14 | 1% | 5% | 1.1 | i | 1.2 | -4% | 2%
O=C(CCc1nnc2ccc(N3CCCC3)nn12)Nc1cc(F)ccc1F | / | 3.4% | / | / | / | 0% | / | i | 1.7 | 8% | /
COc1ccccc1NC(=O)Cc1nnc(SCC(=O)NC2CCCCC2C)n1C (stereo not given) | / | 1.4% | / | / | / | 9% | / | i | 2.7 | 4% | /
COc1ccc(C2CC(c3cccs3)=NN2C(=O)CCl)cc1OC (stereo not given) | / | -2.1% | / | / | / | 9% | / | ? | / | 4% | /
Cc1cccc(NC(=S)N(CCCN2CCOCC2)C(C)c2cc3ccccc3o2)c1C (stereo not given) | -5.6% | -0.9% | 4 | -3 | 3% | 1% | 1 | i | 0.0 | 3% | 9%
O=C1NC2(O)C(=O)c3ccccc3C2(O)N1 (stereo not given) | -6.7% | 0.8% | -6 | -1 | 6% | -1% | 1.1 | i | 0.7 | 9% | 14%
CC(C)CCNC(=O)c1ccc(Cl)c(NC(=O)Cc2ccccc2)c1 | 3.7% | 2.2% | 10 | 4 | 12% | 1% | 1.1 | / | / | 0% | 14%
